MEKK2 WT-MEK5 – raises or lowers MEK5 binding to wildtype human MEKK2 PB1 domain; Q9Y2U5; bead flow cytometry, Alexa488-MEK5 binding to MEKK2 WT; actives lie on both sides; binding response (% of control), % at 10 µM; 1.1% of 290,000 active; AID 1531; in the data active means binding response below about 67% or above about 130%
PfM18AAP inh – PfM18AAP enzyme inhibition. recombinant PfM18AAP, H-Glu-NHMec fluorogenic cleavage. inhibition, % at 7.35 µM. 1.2% of 290,000 active. AID 1822;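 active means inhibition above the campaign mean inhibition over all tested compounds plus 3 SD, cut at about 28% in these data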;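 further: 0% = plate median of test compound wells and 100% = 2 mM ZnCl2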
DNA FID counter – fluorescent intercalator displacement, NS3 helicase counter-screen. DNA fluorescent intercalator displacement, fluorescence. inhibition, % at 7.9 µM. 0.17% of 290,000 active. AID 1845; in the data active means inhibition above about 37%;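 further: 0% = vehicle and 100% = reference compound; higher means more ethidium bromide displaced from hairpin DNA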
MEKK2 mut-MEK5 – signal of MEK5 binding to mutant human MEKK2 PB1 domain; 0.35% of 290,000 active; percent response, % at 10 µM; bead flow cytometry, Alexa488-MEK5 binding to MEKK2 mutant; AID 1530; in the data active means percent response above about 24%, passing the limit was not always enough; further: inactives centre near 1; some results filed as inactive read as strong as hits; reference of the scale not given here
MEKK3 PB1 HTS – MEKK3-MEK5 PB1 interaction, increase or decrease; Q99759; bead-based flow cytometry, Alexa488-MEK5 binding to MEKK3; actives lie on both sides; 0 = blocked by unlabeled MEK5, 100 = vehicle; binding response (% of control), % at 10 µM; 1.4% of 290,000 active;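 active means binding response more than 3 SD above or below the average of its plate-row segment, actives on both sides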;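 further: Alexa488 bead fluorescence after subtracting the streptavidin-only scavenger bead signal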
OXTR ag – activates the human oxytocin receptor. activation, % at 3 µM. AID 2435. CHO-OTR cells, Fluo-8 calcium fluorescence; normalized: DMSO 0%, oxytocin 100%. 0.32% of 320,000 active;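 active means activation above the mean of all tested compounds plus 3 SD, cutoff set per screening run, cut at about 20% in these data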;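 further: peak over basal fluorescence ratio from a 100 s FLIPR kinetic read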
Target sequence (P30559 whole entry, looked up): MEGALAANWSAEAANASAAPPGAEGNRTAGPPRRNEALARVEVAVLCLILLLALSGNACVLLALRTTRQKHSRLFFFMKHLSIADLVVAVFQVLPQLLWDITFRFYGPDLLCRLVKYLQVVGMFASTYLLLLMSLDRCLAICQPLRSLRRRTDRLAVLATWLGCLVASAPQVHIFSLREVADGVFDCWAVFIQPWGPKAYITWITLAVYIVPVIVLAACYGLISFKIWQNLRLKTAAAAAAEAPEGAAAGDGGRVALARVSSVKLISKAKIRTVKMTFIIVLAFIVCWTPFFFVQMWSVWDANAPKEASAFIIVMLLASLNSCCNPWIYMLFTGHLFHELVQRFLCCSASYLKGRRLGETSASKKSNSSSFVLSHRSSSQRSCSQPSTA
PHOSPHO1 inh – blocks human PHOSPHO1 phosphatase activity | Q8TCT1 | recombinant PHOSPHO1, absorbance phosphatase assay | inhibition, % at 13.3 µM | 1.1% of 290,000 active; in the data active means inhibition above about 60%
Target sequence (Q8TCT1 whole entry, looked up): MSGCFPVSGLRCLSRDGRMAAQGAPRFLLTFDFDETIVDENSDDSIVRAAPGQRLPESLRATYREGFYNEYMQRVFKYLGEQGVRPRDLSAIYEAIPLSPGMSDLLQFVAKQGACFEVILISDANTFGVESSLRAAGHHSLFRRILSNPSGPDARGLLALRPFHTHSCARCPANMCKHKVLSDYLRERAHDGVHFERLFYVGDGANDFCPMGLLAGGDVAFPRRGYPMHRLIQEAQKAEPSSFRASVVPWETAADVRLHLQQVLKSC
GPR7 antagonist – blocks human GPR7 receptor signaling; P48145; GPR7-expressing cells, fluorescence antagonist assay; inhibition, % at 4.4 µM; 1.1% of 290,000 active; AID 1861; in the data active means inhibition above about 16%, passing the limit was not always enough;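 further: cells stimulated with the agonist NPW; 0% = agonist with vehicle and 100% = vehicle without agonist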
Target sequence (P48145 whole entry, looked up): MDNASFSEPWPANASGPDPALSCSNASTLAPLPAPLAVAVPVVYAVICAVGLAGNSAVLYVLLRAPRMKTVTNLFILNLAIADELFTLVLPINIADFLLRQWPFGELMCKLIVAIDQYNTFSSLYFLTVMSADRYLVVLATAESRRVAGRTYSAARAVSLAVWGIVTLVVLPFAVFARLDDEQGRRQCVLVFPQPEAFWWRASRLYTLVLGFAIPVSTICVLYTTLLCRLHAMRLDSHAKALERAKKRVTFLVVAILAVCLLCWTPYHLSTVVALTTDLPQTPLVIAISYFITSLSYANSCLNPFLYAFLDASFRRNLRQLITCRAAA
NALP1 inh – blocks the NALP1 inflammasome reconstituted in yeast; S. cerevisiae NALP1/ASC/caspase-1 growth, X-gal OD620, 72 h; inhibition, % at 10 µM; 0.61% of 280,000 active; in the data active means inhibition mostly above about 24%, no sharp cut-off; inactive means mostly below about 32%; further: some compounds called inactive have numbers as strong as hits
* marks the source's active call; other numbers are inactive results; · = no result given; [ ] = another dose, or the depositor's remark.

SMILES	MEKK2 WT-MEK5	PfM18AAP inh	DNA FID counter	MEKK2 mut-MEK5	MEKK3 PB1 HTS	OXTR ag	PHOSPHO1 inh	GPR7 antagonist	NALP1 inh
CC(C)Cn1c(CNC(=O)c2ccccc2)nc2ccccc21	95	3	-15	-1	101	-2.1	10	-3	8
CCn1c(SCC(=O)Nc2nc3ccc(OC)cc3s2)nc2c1c(=O)n(C)c(=O)n2C	103	-2	-7	0	102	3.4	-5	-1	34
COc1ccccc1Oc1nc([N+](=O)[O-])nn1CC(N)=O	104	4	4	5	104	0.4	-1	-15	1
C#CCNC(=O)C1=C[C@H](C)C[C@H](OCc2ccc(CO)cc2)O1	108	·	·	4	110	-0.1	·	·	·
Cc1ccc2c(c1)CCCN2S(=O)(=O)c1cccc(C(=O)Nc2ccccc2C(=O)O)c1	104	6	23	9	102	-0.2	35	0	2
COc1cccc(NC(=O)CN(C)C(=O)CCc2nc3sc4c(c3c(=O)[nH]2)CCCC4)c1	95	0	-46	2	95	-0.5	-24	-9	-1
O=C(COC(=O)c1ccc(NC(=O)C2CC=CCC2C(=O)O)cc1)c1ccccc1 (stereo unspecified)	106	-5	-36	10	107	1.2	18	9	-1
Cc1cc(C)cc(NC(=O)CSc2nc(CSc3ccc(Cl)cc3)cc(=O)[nH]2)c1	86	-7	-5	-12	91	-0.1	8	8	34*
CC1(C)CNC(=O)CC(C)(C)N1O	99	9	2	-4	95	0.7	-18	9	-1
COc1ccc(-c2cc(C(=O)Nc3cccc(C(C)=O)c3)no2)cc1	109	-9	-1	5	108	1.4	9	-10	17

The final 4 records of the part above lead into the next:
SMILES	MEKK2 WT-MEK5	PfM18AAP inh	DNA FID counter	MEKK2 mut-MEK5	MEKK3 PB1 HTS	OXTR ag	PHOSPHO1 inh	GPR7 antagonist	NALP1 inh
O=C(COC(=O)c1ccc(NC(=O)C2CC=CCC2C(=O)O)cc1)c1ccccc1 (stereo unspecified)	106	-5	-36	10	107	1.2	18	9	-1
Cc1cc(C)cc(NC(=O)CSc2nc(CSc3ccc(Cl)cc3)cc(=O)[nH]2)c1	86	-7	-5	-12	91	-0.1	8	8	34*
CC1(C)CNC(=O)CC(C)(C)N1O	99	9	2	-4	95	0.7	-18	9	-1
COc1ccc(-c2cc(C(=O)Nc3cccc(C(C)=O)c3)no2)cc1	109	-9	-1	5	108	1.4	9	-10	17
CC(C)c1nc(Cl)c(C#N)c2c1COC(C)(C)C2	112	-5	-1	3	104	-1.7	32	-20	-6
COc1ccc(CC(=O)NNC(=O)CSc2nnc(Cc3ccc(OC)cc3)n2-c2ccccc2)cc1	100	6	-39	0	115	0.4	1	-8	6
c1ccc(N2CCN(c3nc4ccccc4[nH]3)CC2)nc1	84	-17	4	-4	74*[inhibitor]	0.2	20	-6	-6
Cc1ccc(NC(=O)Nc2ccon2)cc1	102	-2	-5	1	99	·	·	-6	25
CC(=O)c1cn(C)c(=O)n(C)c1=O	89	-14	5	-3	88	0.8	5	-9	19
Cc1ccc(NC(=O)Nc2cnccn2)cc1Cl	89	-1	0	-11	96	1.1	-23	-8	-2
O=[N+]([O-])c1cccnc1Sc1ccc(Cl)cc1	99	-2	5	-5	104	-2.4	6	-8	1
OCc1nc2ccc(Cl)cc2[nH]1	93	2	2	9	109	2.6	33	-4	-3
CN(C)C(=C(C#N)C#N)N1CCN(c2ccc(Cl)cc2)CC1	94	-4	-2	-6	98	-0.4	33	-16	-7
CCOC(=O)c1cc(CC)sc1NC(=O)COC	107	-10	-9	4	105	-1.1	3	-11	20
OC1(c2cccc(C(F)(F)F)c2)CCN(CCN2CCCCC2)CC1	140*	-4	-9	16	109	0.6	24	-6	10
CCN(CC)/C(=N/S(=O)(=O)c1ccc(C)cc1)c1ccccc1	118	4	-13	4	121	-1.5	13	-6	10
CC1=C(C(=O)Nc2ccccc2)C(c2ccccc2[N+](=O)[O-])NC(=O)N1 (stereo unspecified)	105	6	-6	4	101	0.5	23	-14	12
NC(=O)[C@@H]1CCCCNc2c(I)cc([N+](=O)[O-])cc2C(=O)N[C@@H](CCC(=O)O)C(=O)N[C@@H](CO)C(=O)N1	104	4	-27	2	103	-0.6	-1	0	37
COc1cc(NC(=S)Nc2cccc(Cl)c2Cl)c(OC)cc1Cl	98	29*	-2	4	103	-2.0	39	-11	-16
CCOC(=O)C1C(=O)N(C(=O)c2cncc(Br)c2)CC1c1ccccc1 (stereo unspecified)	96	0	5	1	96	-1.0	-8	12	-11
CC(C)c1onc(C(=O)NC2CCCC2)c1[N+](=O)[O-]	100	0	-1	-4	99	-0.6	-29	-13	-13
CC(=O)N1N=C(c2c(-c3ccccc3)c3cc(C)ccc3[nH]c2=O)CC1c1ccco1 (stereo unspecified)	98	11	-29	1	98	-1.6	-2	-3	21
Cc1ccc(S(=O)(=O)N(CC(=O)NCCSc2ccccn2)c2cc(C)cc(C)c2)cc1	97	-2	-34	-4	104	-0.3	-5	-7	6
O=C1CC(c2ccccc2)CC(O)=C1C=NC1CCCC1 (stereo unspecified)	105	2	-10	3	99	-1.4	15	-7	16
Cc1nn(CCC(=O)N2CCN(S(=O)(=O)c3ccc(Cl)cc3)CC2)c(C)c1C	99	3	-34	-2	102	1.4	15	2	3
CCOc1[nH]n(-c2ccc(Cl)cc2)c(=O)c1C=NCc1cccnc1	105	2	-7	0	110	-0.7	44	-16	2
CC(C)OP(=O)(OC(C)C)C(NC(=O)c1ccccc1)C(N)=O (stereo unspecified)	92	2	-3	-14	88	-0.4	27	-10	-10
CC(=O)N1C(=O)NC(c2ccccc2)=C([N+](=O)[O-])C1c1ccccc1 (stereo unspecified)	105	-1	-1	4	101	0.2	3	0	8
COc1nc(/C(N)=N/O)nc(N2CCCCC2)n1	128	9	-5	9	107	-0.4	32	-8	-5
O=C(CN(c1ccccc1)S(=O)(=O)c1ccccc1[N+](=O)[O-])NN=C1CCCCCCC1	85	-5	-15	-13	86	-0.8	42	2	14
O=C(COc1cccc2ccccc12)N/N=C/c1ccncc1	105	-1	-12	13	100	1.5	38	-8	10
CNc1nc(-c2ccccc2)nc(-c2ccccc2)c1C#N	103	-14	1	5	103	-0.4	-12	-13	23
C=CCn1c(=O)/c(=C/c2ccc(O)cc2)s/c1=C(/C#N)c1nnc2n1CCCCC2	99	-4	-9	4	104	10	7	-3	6
O=C(NCCCN1CCCC1=O)c1cccc(S(=O)(=O)N2CCN(c3ccc(F)cc3)CC2)c1	97	-13	-46	4	98	0.2	-5	-9	15
Cc1cc(Cl)c(S(=O)(=O)NC(C(=O)O)c2ccccc2)cc1OCC(N)=O (stereo unspecified)	111	4	-1	12	108	0.9	-28	-3	-2
COc1ccccc1-c1cc(C(=O)Nc2cccnc2)no1	·	2	-14	·	·	-0.5	16	23	18
COc1cccc(CC(NC(C)=O)C(=O)NC2CCN(C(=O)c3ccc(Cl)cc3)CC2)c1OC (stereo unspecified)	100	0	-37	-2	98	-0.2	4	-7	10
CCOc1cc(S(=O)(=O)N2CCC(Cc3ccccc3)CC2)c(OCC)cc1-n1cnnn1	94	1	-16	0	101	-0.9	1	-2	19
O=C(CCN1C(=O)c2ccccc2S1(=O)=O)NCc1ccco1	108	10	-15	4	103	0.1	10	-10	16
FC(F)(F)c1cnc(C(c2ccccn2)c2ncn[nH]2)c(Cl)c1 (stereo unspecified)	101	-2	-5	1	103	0.8	-16	6	-21
Oc1cc(NCc2cccnc2)ccc1-c1nc2ccccc2o1	99	-4	-6	-4	99	3.9	20	3	·
CCS(=O)(=O)Nc1cccc(-c2cc(-c3ccccc3)c3cc(C)ccc3n2)c1	134	-5	-10	11	106	1.5	24	-13	20
Cc1ccc(-c2ccc(=O)n(CC(=O)NCCC(C)C)n2)cc1	94	-4	-29	-2	96	-2.1	1	12	7
COc1cccc(CNc2ccc3[nH]c(=O)[nH]c3c2)c1OCc1ccc(F)cc1	106	-40	-19	5	105	·	29	-4	20
Cc1ccc(CC(CC(=O)O)C(=O)NCc2ccccc2)cc1 (stereo unspecified)	108	4	-4	1	125	-1.9	-12	-8	23
CCC(=O)c1cn(CCOc2ccccc2OC)c2ccccc12	102	-1	-32	0	104	3.7	14	10	15
CCOC(=O)c1c(NC(=O)CNC2CCCc3ccccc32)sc(C(N)=O)c1C (stereo unspecified)	101	-3	-3	3	105	0.0	4	12	4
COc1ccc(CNS(=O)(=O)c2ccc(-c3cnc(C4CC4)o3)cc2)cc1	100	-3	-26	-3	102	2.6	22	-2	21
CCCc1nnc(SCc2ccc(C(=O)OC)o2)n1N	105	-1	-2	5	106	0.1	16	-6	6
CCOC(=O)c1ccc(-n2c(CC)nc3ccccc3c2=O)cc1	96	3	-19	-3	105	0.1	32	18	11
Cc1cc(C(=O)N/N=C/c2cc(Br)cc([N+](=O)[O-])c2O)c2ccccc2n1	101	14	-11	1	102	-1.4	1	7	14
CCOC(=O)Cn1c(=O)oc2cc(S(=O)(=O)Nc3c(C)cc(C)cc3C)ccc21	105	-8	-21	5	105	16	-12	12	-16
COC(=O)c1cnn(-c2ccccc2)c1/C=N/NC(=S)Nc1ccccc1	95	-5	-9	-14	95	-0.9	-3	-7	12
Cc1[nH]c2ccc(C(=O)NCCCN3CCOCC3)cc2c1C	109	1	-3	4	104	0.7	21	-18	1

A second format for some results above.
| structure | MEKK2 WT-MEK5 | PfM18AAP inh | DNA FID counter | MEKK2 mut-MEK5 | MEKK3 PB1 HTS | OXTR ag | PHOSPHO1 inh | GPR7 antagonist | NALP1 inh |
| --- | --- | --- | --- | --- | --- | --- | --- | --- | --- |
| CCCc1nnc(SCc2ccc(C(=O)OC)o2)n1N | 105 | -1 | -2 | 5 | 106 | 0.1 | 16 | -6 | 6 |
| CCOC(=O)c1ccc(-n2c(CC)nc3ccccc3c2=O)cc1 | 96 | 3 | -19 | -3 | 105 | 0.1 | 32 | 18 | 11 |

Additional entries:
SMILES	MEKK2 WT-MEK5	PfM18AAP inh	DNA FID counter	MEKK2 mut-MEK5	MEKK3 PB1 HTS	OXTR ag	PHOSPHO1 inh	GPR7 antagonist	NALP1 inh
O=[N+]([O-])c1ccc(S(=O)(=O)NCC2CC3CCC2C3)cc1 (stereo unspecified)	106	-1	1	4	107	-0.6	26	15	19
COc1ccccc1N(Cc1cc(=O)[nH]c2ccccc12)C(=O)c1cccc([N+](=O)[O-])c1	89	1	-16	-13	93	0.8	28	2	-10
O=C(COc1ccccc1Br)NCc1ccccn1	100	4	0	2	102	-0.3	-12	-3	-5
O=C(Cc1cccs1)Nc1ccc(F)cc1F	109	3	-9	12	107	0.5	29	-12	7
COc1ccc(-c2nc(C#N)c(N3CCCCC3)o2)cc1	92	2	-19	-2	94	-2.1	28	-2	32
CC(C)c1ccc(-n2cccc2/C=C2/C(=N)N3C=CSC3=NC2=O)cc1	104	-6	-9	1	105	-2.3	-5	-9	8
O=c1c2ccccc2cnn1Cc1n[nH]c(=S)n1-c1ccccc1F	96	18	-4	-2	97	0.1	12	-5	·
O=C(NCCC1=CCCCC1)c1ccc(Cl)c(S(=O)(=O)Nc2ccccc2)c1	100	-13	-14	1	101	0.7	-4	17	36
CC(C)C[C@H](NC(=O)OC(C)(C)C)C(=O)N[C@@H](CO)[C@H](O)[C@@H]1C[C@@H]1C(=O)N(C)C	111	1	-15	3	99	-0.1	15	-3	26
Cc1c(Cl)cccc1N1C(=O)C2ON(c3ccccc3)C(c3cccnc3)C2C1=O (stereo unspecified)	101	-11	-25	-4	99	0.1	-6	3	2
CC(NC(=O)CNC(=O)OCc1ccccc1)C(=O)N1CC(O)CC1C(=O)OCc1ccccc1 (stereo unspecified)	108	-3	-29	6	108	0.5	-42	-6	30
O=C(CN1CCCC1)Nc1sc2c(c1C(=O)Nc1ccc(Br)cc1)CCC2	103	20	0	6	101	0.0	43	-10	1
CC1CCCCC1NC(=O)C1CCN(C(=O)c2sccc2-n2cccc2)CC1 (stereo unspecified)	107	0	-26	10	108	-0.2	-10	1	34
Cc1ccc(CNc2nc(N)c([N+](=O)[O-])c(Nc3ccc(F)cc3)n2)cc1	100	0	2	2	101	1.9	46	0	10
COc1ccc(C(CC(=O)O)N2C(=O)CCC2=O)cc1 (stereo unspecified)	103	-1	0	3	102	-0.1	42	6	2

High-throughput results: PubChem BioAssay, several laboratories
